BioA inh = BioA (M. tuberculosis) enzyme inhibition; purified M. tuberculosis BioA enzyme, plate reader; inhibition, % at 9.99 µM; 360,000 compounds, 0.096% hits; AID 602481; in the data active = inhibition above about 40%; inconclusive = no clear call, values can overlap the other calls
GDH-TPI counter = GDH-TPI coupled enzyme inhibition counter-screen; GDH-TPI coupled enzyme counterscreen, NADH absorbance; 360,000 compounds, 1.2% hits; inhibition, % at 4.8 µM; in the data active = inhibition above about 30%;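 also: 0% = DMSO wells and 100% = wells lacking the enzyme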
MazF activator = increases E. coli MazEF RNase cleavage of RNA; AID 504720; P0AE70; activation, % at 20 µM; FAM/BHQ RNA-DNA oligo cleavage fluorescence, 5 h; 350,000 compounds, 0.32% hits; in the data active = activation above about 50%
Target sequence (P0AE70 whole entry, looked up): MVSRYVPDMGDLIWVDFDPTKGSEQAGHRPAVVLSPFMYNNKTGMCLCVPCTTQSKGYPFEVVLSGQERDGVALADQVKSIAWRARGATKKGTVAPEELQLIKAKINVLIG
PrPC TRFRET = inhibitors of human cell surface prion protein PrPC; P04156; TR-FRET read-out; inhibition, % at 13.8 µM; 370,000 compounds, 0.43% hits; in the data active = inhibition above about 24%; also: 0% = median of the test wells and 100% = reference compound wells
Rv3671c inh = inhibitors of M. tuberculosis serine protease Rv3671c. inhibition, % at 5.96 µM. 320,000 compounds, 0.048% hits. AID 2606; in the data active = inhibition above about 38%;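 also: extracellular domain of Rv3671c used as enzyme; 0% = enzyme with DMSO and 100% = no enzyme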
Target sequence (P9WHR9 whole entry, looked up, the tested form may be a part): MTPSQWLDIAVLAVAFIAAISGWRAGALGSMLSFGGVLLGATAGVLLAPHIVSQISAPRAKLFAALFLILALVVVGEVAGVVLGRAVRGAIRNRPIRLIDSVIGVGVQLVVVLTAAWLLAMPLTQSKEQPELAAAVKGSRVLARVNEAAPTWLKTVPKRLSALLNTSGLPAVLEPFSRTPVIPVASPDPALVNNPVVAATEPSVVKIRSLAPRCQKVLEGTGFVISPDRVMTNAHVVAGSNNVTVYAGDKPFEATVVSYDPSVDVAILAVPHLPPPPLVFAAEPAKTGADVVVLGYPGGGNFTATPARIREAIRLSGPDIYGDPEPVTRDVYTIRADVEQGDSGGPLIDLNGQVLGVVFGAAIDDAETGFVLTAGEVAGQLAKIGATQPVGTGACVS
BoNT-F LC inh = inhibitors of Botulinum neurotoxin F light chain protease. 360,000 compounds, 0.22% hits. Multiplex microsphere protease cleavage assay, flow cytometry. inhibition, % at 10 µM; in the data active = inhibition above about 35%, passing the limit was not always enough; inconclusive = no clear call, values can overlap the other calls; also: plate controls were buffer without enzyme for full effect and enzyme alone for no effect
Mtb FBA inh = inhibits M. tuberculosis FBA enzyme | purified M. tuberculosis FBA, fluorescence read-out | inhibition, % at 1 µM | 360,000 compounds, 2.3% hits; in the data active = inhibition above about 27%;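 also: 0% = vehicle and 100% = reference inhibitor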
Target sequence (P9WQA3 whole entry, looked up): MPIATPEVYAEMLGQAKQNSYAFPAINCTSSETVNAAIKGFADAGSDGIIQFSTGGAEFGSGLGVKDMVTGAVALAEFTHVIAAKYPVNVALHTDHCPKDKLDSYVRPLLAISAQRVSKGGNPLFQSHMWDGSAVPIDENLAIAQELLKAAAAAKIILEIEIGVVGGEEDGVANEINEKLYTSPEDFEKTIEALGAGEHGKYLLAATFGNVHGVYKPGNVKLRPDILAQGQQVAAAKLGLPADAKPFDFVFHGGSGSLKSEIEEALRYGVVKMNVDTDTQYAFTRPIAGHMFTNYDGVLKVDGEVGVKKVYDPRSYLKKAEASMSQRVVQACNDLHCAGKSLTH
FadD28 FP inh = M. tuberculosis FadD28 bisubstrate binding inhibition; FadD28 bisubstrate probe binding, fluorescence polarization; AID 588549; 360,000 compounds, 0.22% hits; inhibition, % at 12.5 µM; in the data active = inhibition above about 8.5%, passing the limit was not always enough; inconclusive = no clear call, values can overlap the other calls
Mtb UGM inh = Mtb UDP-galactopyranose mutase inhibition; P9WIQ1; purified UGM, fluorescence polarization probe displacement; inhibition, % at 10 µM; 320,000 compounds, 0.06% hits; in the data active = inhibition above about 10%, passing the limit was not always enough; inconclusive = no clear call, values can overlap the other calls
Active calls of the source: *; u = inconclusive; x = no result given. Rows are unselected. Share with any hit: about 4.8%.

The line under a structure holds: BioA inh, GDH-TPI counter, MazF activator, PrPC TRFRET, Rv3671c inh, BoNT-F LC inh, Mtb FBA inh, FadD28 FP inh, Mtb UGM inh
Cn1c(-c2cccc([N+](=O)[O-])c2)cnc1NCc1cccc([N+](=O)[O-])c1
 : x, 8.1, 5.9, -26.2, 5.1, -2.8, 1.1, -2.6, 1.0
Cc1ccc(-n2nc3c(=O)n(CCCC(=O)N4CCC(C)CC4)nc(C)c3c2C)cc1
 : 7.7, 8.6, 3.8, -1.4, -14.4, 2.9, -1.9, 0.0, 2.7
O=C(Nc1ccccc1C(F)(F)F)c1cc(-c2ccc(O)cc2)on1
 : x, -6.7, 6.3, 10.6, -7.7, -3.2, -1.2, -2.2, -1.3
COc1cccc(-c2c(C#N)c(N)nc3c2c(C)nn3-c2ccccc2)c1O
 : -2.6, 8.9, 2.3, -10.7, -14.9, -5.3, 2.0, -1.5, -1.0
COCCCNC(=O)C1CCCN(S(C)(=O)=O)C1 (stereo not given)
 : x, 3.0, -11.2, -2.2, 1.4, -25.7, -0.1, -0.4, -1.8
Nn1c(Cc2cccc3ccccc23)nnc1SC1CCOC1=O (stereo not given)
 : x, -5.5, 6.5, -8.0, 2.5, 13.5, -3.1, -3.3, -0.4
CCCNC(=O)c1cc(C2CCCN(S(=O)(=O)c3cccs3)C2)on1 (stereo not given)
 : 1.3, -9.1, x, 4.5, x, 12.0, -2.5, -2.9, x
CN1CCN(C(=O)CCn2c(=S)[nH]c3ccccc3c2=O)CC1
 : -1.3, 13.3, 10.9, 2.7, x, 3.8, 1.8, -0.6, x
CCCCSc1nnc(-c2ccc(C)cc2)c2ccccc12
 : -1.1, 5.6, -5.0, -10.3, -6.2, 2.0, -2.2, -1.2, 1.1
C=CCn1c(SCC(=O)c2ccc(O)c(O)c2)nnc1-c1cccnc1
 : x, 1.6, -3.5, -6.7, 0.0, -3.9, -4.1, -4.0, 0.1
Cc1ccccc1Nc1cc(C(=O)NCc2ccco2)c2ccccc2n1
 : x, 7.0, 6.2, -8.5, -8.8, -4.7, 6.2, -1.2, 4.2
CNc1nc(=S)[nH]c2ccccc12
 : 2.4, 5.2, 4.9, -3.4, 9.4, -5.2, 2.0, -3.1, -1.2
COC(=O)c1cc(Cl)c(NC(=O)c2ccco2)cc1OC
 : 1.8, 0.9, 1.8, 0.7, -4.2, 6.5, -12.8, -3.5, -0.9
O=C(Nc1ccc(S(=O)(=O)Nc2ncccn2)cc1)C12CC3CC(CC(C3)C1)C2
 : -1.4, -0.7, -1.9, 4.0, -5.1, -6.2, -2.5, -3.4, -4.2
N#CC(CCc1ccccc1[N+](=O)[O-])(CCc1ccccc1[N+](=O)[O-])C(N)=O
 : 0.6, 11.7, -3.2, -0.4, x, -5.0, -4.6, -2.4, x
COCCn1c(Cc2cccn2C)nnc1SCC(=O)NCc1ccc2c(c1)OCO2
 : x, 0.0, 5.0, 8.6, 2.0, -1.6, -3.4, -3.5, -2.0
CCOC(=O)N1CCN(C(=O)c2ccc3[nH]c(C)c(C)c3c2)CC1
 : -0.9, 4.6, -3.6, -0.2, 1.4, -3.3, -2.0, -0.7, -0.2
NS(=O)(=O)c1ccc(CNS(=O)(=O)c2cccc3nonc23)cc1
 : -1.5, 3.8, -4.7, -28.1, 6.5, x, 0.9, -3.5, 1.1
COc1ccc(NS(=O)(=O)c2ccc(O)c(C(=O)OCC(=O)NC3CCCCC3)c2)cc1
 : 0.9, 7.5, 1.5, -5.5, -0.1, -4.4, 5.5, -4.9, 0.8
C[C@H]1CN=C(N(C)C)N1CC1CCCCC1
 : -0.9, -6.5, 7.8, 1.4, -13.7, -0.8, -0.6, -0.4, 1.9
COc1ccc(S(=O)(=O)N2CCCC2CNC(=O)C(=O)NC2CCCCCC2)cc1 (stereo not given)
 : x, 1.4, 0.6, 4.3, -0.7, 7.9, -3.1, -5.1, -1.1
COc1ccc(N(CC(=O)NC(C)(C)C)C(=O)c2ccco2)cc1
 : x, 3.0, 6.8, -1.4, -1.7, -3.2, 1.4, -2.2, -1.2
Cc1cccc(N(CC(O)CN2CCCC2)S(=O)(=O)c2ccccc2)c1 (stereo not given)
 : -0.9, -6.5, 8.0, -10.0, -1.1, -2.9, -4.7, 0.2, -2.1
COc1ccc(OCc2cc(C(=O)NC(C)c3nc(C)cs3)no2)c(Cl)c1 (stereo not given)
 : 0.6, -5.4, 6.2, -2.7, x, -2.1, 1.5, -2.2, x
CCCOc1ccc(Cc2nn[nH]n2)cc1
 : 0.5, 12.0, 11.4, 7.3, 1.8, -14.9, 2.1, 0.0, 1.9
CCOC(=O)c1ccc(NC(=O)NC2CC3CCC(C2)N3C(=S)NC)cc1 (stereo not given)
 : -2.2, 0.6, -4.5, -13.7, -2.4, -3.9, -1.8, -0.1, 3.7
CCN(CC)S(=O)(=O)c1ccc2c(c1)nc(CCC(=O)O)n2CC
 : x, -0.6, 11.6, -3.3, -1.6, -4.5, -2.5, -1.7, 2.5
O=C(O)CCCC(=O)Nc1ccc(Oc2cccc(C(F)(F)F)c2)nc1
 : -0.4, -0.8, -4.2, -1.2, 1.4, u, -0.2, -4.9, 4.0
CC(C)(C)C(=O)O/N=C(\N)c1ccc([N+](=O)[O-])s1
 : x, 11.2, 11.0, -18.0, -4.7, -4.4, -1.8, -0.4, -1.6
Cc1cc(S(=O)(=O)Nc2ccc(C(=O)NCc3ccncc3)cc2)ccc1F
 : 1.0, -6.5, -2.3, 8.4, 3.3, u, -2.3, -0.8, -0.6
O=C(NN=C1CCCCCC1)NC1CCCCC1
 : 1.4, 0.0, 4.3, 9.4, 4.9, -10.3, 4.1, 2.7, 1.2
CCN1C[C@@H]2[C@@H]3C(=O)N(C)C(=O)[C@@H]3[C@](Cc3ccccc3)(C1=O)N2C(=O)c1ccc(Br)cc1
 : -2.2, -2.6, -2.4, -4.5, x, 0.2, 1.2, -2.9, x
Cc1ccc(NC(=O)CSc2nnc(C)c(=O)[nH]2)cc1C
 : x, 1.6, -4.4, -9.9, 6.5, 0.1, 0.5, -0.9, -1.3
C=CCNC(=S)NNC(=O)c1csc(C)c1CC
 : -1.6, 2.1, -6.8, -2.2, 6.6, -5.3, 2.1, -0.5, 0.1
COc1ccccc1NC(=O)CCN1C(=O)/C(=C/c2cc(OC)c(OC)c(OC)c2)SC1=S
 : -1.6, -7.7, 5.4, 0.1, -6.9, 26.2, -0.2, -3.9, 1.0
Cc1cc(OCCCCCNCCO)ccc1Cl
 : -0.4, 2.7, 1.3, -7.0, -7.0, -9.6, 3.8, -1.1, 0.0
CC(NC(=O)CN(c1ccc(F)cc1)S(C)(=O)=O)c1ccccc1 (stereo not given)
 : -4.5, 1.9, -3.2, 2.9, -0.7, u, -0.9, 0.3, -1.2
CCOC(=O)C1(Cc2cccc(OC)c2)CCCN(CCO)C1 (stereo not given)
 : -1.1, 5.1, -4.8, -2.3, -1.6, 6.3, -0.1, -4.5, -3.6
Cn1nc(-c2ccc(C(=O)Nc3ccc(F)cc3)cc2)c2ccccc2c1=O
 : x, -1.3, 11.1, x, 0.4, -2.8, -2.2, 0.6, 0.7
COc1ccc(-c2nnc(SCc3ccccc3F)o2)cc1
 : x, -1.7, -1.3, -5.9, -4.9, -7.9, -1.7, -5.7, 1.2
CC(=O)Nc1cc(-c2ccccc2N(C)C)cn2c(-c3ccccc3)cnc12
 : -0.8, 10.2, x, -14.9, x, -4.5, 7.3, -1.1, x
CCOCC(=O)Nc1c(C(=O)Nc2ccc3c(c2)OCCO3)oc2ccccc12
 : x, 12.0, -3.3, -6.4, -5.3, 1.8, 1.5, -2.3, -2.1
CN(C)S(=O)(=O)c1ccc(C(=O)NCC(=O)Nc2ccc(F)c(F)c2)cc1
 : x, -6.6, 6.2, 7.8, -5.1, -18.9, -4.2, -1.5, -0.8
CSc1ccc(CN(C)C(C)C(=O)NCc2ccccc2)cc1 (stereo not given)
 : -1.5, 6.1, -4.7, -5.4, -1.5, -7.5, -0.4, -2.1, -2.3
O=C(NCCS(=O)(=O)NCc1ccccc1)c1ccc2c(c1)OCO2
 : 1.6, 1.1, 1.0, -6.6, -1.8, x, 0.3, -3.4, -0.5
CCCC1N2CC3([N+](=O)[O-])CN1CC([N+](=O)[O-])(C2)C3(C)C (stereo not given)
 : x, 10.3, -11.7, -4.2, 5.3, -5.0, 1.4, -2.2, -1.0
CCOC(=O)C1(C)C=C(Nc2ccccc2)C(=O)N1c1ccccc1 (stereo not given)
 : x, -3.8, -0.4, -5.7, 6.7, -1.3, 1.6, -5.2, 0.4
O=C(CN1C(=O)COc2ccccc21)N(Cc1cccnc1)Cc1cccc(F)c1
 : x, 13.6, -7.1, 6.3, -2.6, -3.7, 0.2, 0.1, 1.0
Cn1c(SCc2ccccn2)nnc1-c1ccncc1
 : x, -11.4, 2.0, -0.7, 0.1, 1.6, 3.7, -2.0, 0.2
COc1ccc(C)cc1NC(=O)CCN1CCN(C/C=C/c2ccccc2)CC1
 : 4.8, -12.9, -3.1, -4.3, -1.3, -3.0, 1.1, -3.5, 0.9
O=C(Nc1ccc2c(c1)OCO2)c1ccc([N+](=O)[O-])cc1[N+](=O)[O-]
 : 4.2, -6.5, 10.8, -38.9, 8.4, -12.2, -4.6, -2.2, 0.4
COc1ccc(CN2CCC(CO)(Cc3ccccc3C(F)(F)F)CC2)c(F)c1
 : 2.3, -13.9, -0.6, 2.2, -4.8, -4.1, -5.0, -3.8, -2.9
COc1ccc(-c2cc3c(=O)n(CC(=O)NCc4ccc(F)cc4)ncn3n2)cc1
 : -0.9, 3.4, -84.7, 5.7, -1.9, -0.3, -2.2, -3.6, 2.0
COc1ccccc1C(=O)N1CCN(c2nc3cc(C)cc(C)c3cc2C#N)CC1
 : -1.2, 9.0, 7.4, 1.7, x, 0.8, 12.1, -1.6, x
COc1cc(OC)cc(-c2n[nH]c(=S)n2-c2cc(OC)ccc2OC)c1
 : -1.3, 8.2, 0.9, 9.3, -2.1, -17.4, 5.8, 0.1, -3.4
O=C(NCc1cccs1)C1CC(=O)N(c2ccc(Cl)cc2)C1 (stereo not given)
 : x, -2.6, 4.3, 6.8, 0.5, 5.2, 3.6, -3.5, -0.1
COc1ccc(NC(=O)NCc2ccc3c(c2)OCO3)cc1
 : x, 9.7, 0.4, -5.7, -2.9, 0.4, -0.3, 0.7, 1.1
CN(C(=O)c1cccc(NC(=O)c2ccco2)c1)c1ccccc1
 : -0.1, 6.8, 1.9, -9.4, 3.9, -37.0, 4.2, 0.0, -1.8
COC(=O)C1=C(C)N(Cc2ccco2)C(=O)N[C@@H]1c1ccco1
 : -1.4, 3.4, 0.8, -2.4, 0.4, -0.8, 1.3, -4.2, 0.0
O=C1CN(c2nc(-c3ccccc3)c3cc(Cl)ccc3n2)c2ccccc2N1
 : -1.7, -3.3, -16.1, -9.2, 3.4, 1.8, -2.6, -1.4, 0.9

Remaining list, next part:
The line under a structure holds: BioA inh, GDH-TPI counter, MazF activator, PrPC TRFRET, Rv3671c inh, BoNT-F LC inh, Mtb FBA inh, FadD28 FP inh, Mtb UGM inh
CCOC(=O)c1c(NC(=O)CCC(=O)N(CC)CC)sc2c1CC(C)(C)OC2
 : -0.2, 17.3, -9.8, -4.0, -0.5, -4.3, 3.2, -2.1, 2.2
C=CCOC(=O)C1=C[C@H](c2ccc(C(F)(F)F)cc2)[C@@H](CCCO)[C@H](OCC)O1
 : 3.2, 3.5, -4.3, 6.2, 3.0, -10.3, 1.1, -0.9, -1.8
COc1ccc(Br)cc1CN(C)C(C)C(=O)Nc1cccc(C(C)=O)c1 (stereo not given)
 : x, 6.8, 3.6, 2.2, -20.0, -3.7, -3.6, 0.7, 0.3
COc1ccc(C(O)c2ncc(-c3cccc(C(F)(F)F)c3)[nH]2)cc1F (stereo not given)
 : 0.8, 4.9, x, -1.1, x, -3.9, -0.6, -4.4, x
N#C/C(=C/c1ccc(N2CCCCC2)cc1)c1cccc(F)c1
 : -1.6, 19.8, -20.9, -2.6, -3.2, -6.7, -4.6, -1.5, -1.2
CN(C)CCCN(C(=O)c1ccc(S(=O)(=O)N2CCCCC2)cc1)c1nc2cc3c(cc2s1)OCO3
 : 1.3, 10.9, 28.1, -13.6, -4.5, -5.9, -2.4, -0.4, 5.1
